# Screening results: PubChem BioAssay, several laboratories
# RPL19A-GFP yeast: RPL19A-GFP expression modulators in yeast, primary screen, cell-based, S. cerevisiae, multiplex flow cytometry, MLPCN; S. cerevisiae RPL19A-GFP strain, 3 h; active compounds read low; percent response vs DMSO, % at 10 µM; hit rate 0.3% among 330,000; AID 2025, 2009;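 active = percent response vs DMSO below 50%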;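 also: median channel GFP fluorescence of the barcoded RPL19A-GFP strain; ratio of sample median GFP to plate DMSO average so 100% = DMSO; lower means less RPL19A-GFP as with rapamycin TOR inhibition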
# MEP2 TOR yeast: modulators of MEP2-GFP levels in yeast, primary screen, S. cerevisiae, multiplex flow cytometry, MLPCN library. S. cerevisiae MEP2-GFP strain, 3 h; 100% = DMSO control level. GFP response vs DMSO, % at 10 µM. hit rate 0.51% among 330,000;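 active = GFP response versus DMSO above a set limit, roughly screen mean plus 3 SD, cut at about 180% in these data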;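 also: median GFP fluorescence of the barcode-gated MEP2-GFP cells per well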
# JMJD2C inh: inhibitors of GASC-1 histone demethylase, primary screen, biochemical, fluorescence, DELFIA europium; Lysine-specific demethylase 4C (Homo sapiens), Q9H3R0; GST-JMJD2C(1-420) H3K9me3 demethylation; inhibition, % at 2.35 µM; hit rate 0.069% among 330,000;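 active = more than half of a compound's replicate wells show inhibition beyond 50%, single wells judged on their own value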;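 also: signal counts dimethyl H3K9 product captured on neutravidin plate; 0% = median of DMSO wells and 100% = 0.3 times that DMSO median; strong numbers were not always called active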
# Target sequence (Q9H3R0 1-420 limits assumed): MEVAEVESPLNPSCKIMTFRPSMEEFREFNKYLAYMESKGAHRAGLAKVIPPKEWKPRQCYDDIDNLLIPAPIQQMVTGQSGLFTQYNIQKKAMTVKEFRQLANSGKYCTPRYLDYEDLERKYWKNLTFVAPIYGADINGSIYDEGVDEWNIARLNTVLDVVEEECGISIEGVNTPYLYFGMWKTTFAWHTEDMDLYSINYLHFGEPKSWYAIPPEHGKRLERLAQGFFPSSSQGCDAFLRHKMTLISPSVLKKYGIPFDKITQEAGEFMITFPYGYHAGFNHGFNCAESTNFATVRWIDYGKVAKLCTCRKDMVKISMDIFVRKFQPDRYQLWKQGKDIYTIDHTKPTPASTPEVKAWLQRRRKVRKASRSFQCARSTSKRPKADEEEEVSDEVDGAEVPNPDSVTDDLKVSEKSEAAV
# CIT2 TOR yeast: modulators of CIT2-GFP expression in yeast, primary screen, S. cerevisiae, GFP fusion, multiplex flow cytometry, MLPCN library; S. cerevisiae CIT2-GFP strain, 3 h; 100 means same as DMSO wells; GFP response vs DMSO, % at 10 µM; hit rate 0.065% among 320,000;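 active = GFP response relative to DMSO above a set limit, near the screen mean plus 3 SD, cut at about 150% in these data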;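 also: ratio of well median GFP fluorescence to mean of DMSO wells on the plate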
# LAP4 TOR yeast: modulators of LAP4-GFP expression in yeast, primary screen, S. cerevisiae, multiplex flow cytometry, MLPCN library | 3 h; median GFP as percent of DMSO wells | GFP response vs DMSO, % at 10 µM | hit rate 0.34% among 320,000 | AID 2023, 2009;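 active = GFP response vs DMSO above a set limit, about the screen mean plus 3 SD, cut at about 150% in these data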
# VLA-4 inh: inhibition in human VLA-4 binding assay, primary screen, VLA-4 allosteric modulator project, MLPCN library, flow cytometry, VLA-4 expressing cells | inhibition, % (about 7 µM as worked out from the volumes in the protocol) | ligand binding flow cytometry | hit rate 0.2% among 330,000 | Integrin alpha-4 (Homo sapiens), P13612; in the data active = inhibition above about 50%
# AGP1-GFP MLPCN: modulators of AGP1-GFP expression in yeast TOR pathway, primary screen, cell-based, multiplex flow cytometry, S. cerevisiae, MLPCN library; 3 h; GFP as percent of DMSO wells; GFP response vs DMSO, % at 10 µM; AID 2066, 2009; hit rate 0.02% among 320,000;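 active = GFP response relative to DMSO above a set limit, near screen average plus 3 SD, cut at about 150% in these data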;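 also: median GFP channel fluorescence of the gated AGP1 strain per well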
# GRK2 aptamer HTS: compounds blocking aptamer binding on GRK2 – biochemical, human GRK2, bead flow cytometry, HTS, primary screen; FAM-aptamer displacement from GRK2; AID 488847, 2010; inhibition of aptamer binding, % at 10 µM; hit rate 0.59% among 330,000;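 active = inhibition of aptamer binding above 40%, roughly 3 SD of noise, on plates passing a quality check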;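 also: median bead fluorescence of bound FAM aptamer so fluorescent compounds give negative values; no value below 0 was filed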
# Target sequence (P25098 whole entry, looked up): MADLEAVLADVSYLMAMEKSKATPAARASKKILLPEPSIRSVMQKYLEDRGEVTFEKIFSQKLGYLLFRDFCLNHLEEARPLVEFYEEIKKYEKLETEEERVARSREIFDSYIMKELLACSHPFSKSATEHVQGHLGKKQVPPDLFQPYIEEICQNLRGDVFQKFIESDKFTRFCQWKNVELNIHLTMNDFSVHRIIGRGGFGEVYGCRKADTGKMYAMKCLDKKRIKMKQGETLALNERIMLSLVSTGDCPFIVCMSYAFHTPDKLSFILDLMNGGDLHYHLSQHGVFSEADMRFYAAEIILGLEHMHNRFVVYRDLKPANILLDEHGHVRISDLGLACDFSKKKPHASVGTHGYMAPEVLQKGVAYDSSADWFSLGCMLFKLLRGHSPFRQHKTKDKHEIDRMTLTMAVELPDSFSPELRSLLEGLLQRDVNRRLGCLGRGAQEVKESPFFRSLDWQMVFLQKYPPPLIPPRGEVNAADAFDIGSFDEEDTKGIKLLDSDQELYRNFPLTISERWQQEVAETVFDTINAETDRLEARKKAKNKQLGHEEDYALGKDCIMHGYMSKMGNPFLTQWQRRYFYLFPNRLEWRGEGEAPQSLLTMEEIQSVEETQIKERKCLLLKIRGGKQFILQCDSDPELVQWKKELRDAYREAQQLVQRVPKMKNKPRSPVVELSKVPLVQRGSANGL
# Starred values were filed as active, the others as inactive; / = not tested or not shown; & = joins results of further samples. This is a random part of the collection; 1.7% or so of the library scored in one or more.
SMILES,RPL19A-GFP yeast,MEP2 TOR yeast,JMJD2C inh,CIT2 TOR yeast,LAP4 TOR yeast,VLA-4 inh,AGP1-GFP MLPCN,GRK2 aptamer HTS
Cc1cccn2c(=O)nc(SCC(=O)N3CCC(Cc4ccccc4)CC3)nc12,99,106,1,98,103,-15,99,1
Cc1ccc(C(=O)NCCOc2cccc(C)c2)cc1,103,99,1,98,100,3,96,3
CCOc1ccccc1NC(=S)NCc1cccn1C,98,90,-6,99,102,-6,96,1
CC(=O)Nc1cccc2c1C(=O)N(c1cccc(OC(C)=O)c1)C2=O,98,96,11,90,97,13,93,0
Cc1cccc(C)c1NC(=O)CSc1nnc(-c2ccccc2)n1Cc1ccc2c(c1)OCO2,96,99,-38,95,102,12,97,2
CCCNC(=S)N1CCC(NC(=O)C2CCCCC2)CC1,100,102,-2,99,99,26,99,0
O=c1ccc2cc(S(=O)(=O)NCCCc3ccccc3)ccc2[nH]1,101,107,-7,104,87,0,94,1
CS(=O)(=O)N1CCC(C(=O)Nc2ccc3c(c2)OCO3)CC1,99,101,-4,102,95,23,104,0
CSc1nc(NC(C)(C)C)nc(Oc2ccc(=O)[nH]n2)n1,100,101,-3,102,103,15,104,4
COc1ccc(Nc2c(-c3ccco3)nc3cccc(C)n23)cc1,98,100,2,93,102,13,109,0
CCCn1c(=O)c2ccccc2n2c(SCC(=O)Nc3cc(C)on3)nnc12,101,102,-2,100,103,-7,102,1
Cc1occc1C(=O)Nc1nnc(-c2cccs2)s1,103,106,-9,105,87,-1,94,2
CCc1sc(C(=O)Nc2ccc3c(c2)OCO3)cc1C,91,92,7,89,96,7,86,2
COc1ccc(OC)c(C(c2nnnn2CCC(C)C)N2CCN(C(=O)c3ccco3)CC2)c1 (stereo unspecified),101,100,0,101,100,-10,103,0
Cn1c(SCC(=O)c2ccc3c(c2)OCO3)nnc1C1COc2ccccc2O1 (stereo unspecified),99,106,-7,105,106,6,102,2
COc1c(S(=O)(=O)N2CCN(c3ccc(F)cc3)CC2)ccc(Cl)c1Cl,102,107,-16,105,101,7,110,1
CC1CCCN(C(=O)Cn2c3ccccc3c3nc4n(c(=O)c32)CCS4)C1 (stereo unspecified),90,85,-2,90,83,10,86,2
Cc1ccc(C(=O)N2CCCC(c3ccccc3)=N2)cc1,102,100,-17,100,107,13,101,3
Cc1occc1-c1nnc(SCC(=O)N2CCN(c3ccccc3)CC2)n1C,101,102,15,102,100,-15,101,0
Cc1nn(C)c(Cl)c1CN1CCCC(CCC(=O)NCc2ccccc2F)C1 (stereo unspecified),96,94,-23,101,99,4,/,0
O=C(NCc1nnnn1-c1ccc(F)cc1)c1ccc([N+](=O)[O-])o1,82,83,-1,81,87,8,85,2
COC(=O)COc1ccc(S(=O)(=O)N2CCc3ccccc3C2)cc1C,85,96,-6,94,95,26,88,0
Cn1nc(C(F)(F)F)c(C(=O)Nc2ccc(F)cc2)c1Cl,93,99,22,/,93,11,92,0
O=C(c1ccc(NC(=S)NCc2ccco2)cc1)N1CCCCC1,93,100,-7,85,95,1,99,0
O=C(CN1CCOCC1)N/N=C/c1ccc(-c2cccc(Cl)c2Cl)o1,101,96,8,94,111,9,111,0
Cc1ccc(NNC(=O)Nc2ccc(Cl)cc2)nn1,92,90,-2,92,114,-6,99,2
O=C(NC(Cc1c[nH]c2ccccc12)C(=O)Nc1ccc(OC(F)(F)F)cc1)c1cccs1 (stereo unspecified),103,104,-4,96,90,5,96,0
CCc1cccc(C)c1NC(=O)CC(C)(C)CC(=O)O,100,97,-21,90,101,-2,101,/
COc1ccc(OC)c(NC(=O)COC(=O)C2CCN(C(=O)c3ccc(Cl)cc3)CC2)c1,90,97,32,92,101,9,95,1
CC(C)CC(NC(=O)C1CCC(C)CC1)C(=O)NCCN1CCOCC1 (stereo unspecified),102,86,-5,107,99,2,108,4
C=C(C)CNC(=S)/N=c1\scc(C)n1CC,93,89,0,91,103,6,93,1
Cc1cc(Br)ccc1S(=O)(=O)NCc1ccccc1,98,106,-6,92,94,-5,92,0
N#CNC1=NCN(CCc2ccccc2)CN1,106,117,3,109,96,1,106,6
Cc1ccc(NC2CCCN(C(=O)c3ccoc3)C2)cc1C (stereo unspecified),105,111,7,108,89,-14,99,3
CSc1nc(Cl)cc(N2CCOCC2)n1,87,90,2,94,88,11,80,2
COc1ccc(N(C(=O)CNC(=O)c2cccs2)C(C(=O)NCC2CCCO2)c2ccccc2)c(OC)c1 (stereo unspecified),96,102,2,100,98,0,98,0
CCOC(=O)N1CCN(c2c(NCCc3ccc(C)cc3)c(=O)c2=O)CC1,105,107,-6,101,99,4,105,0
O=C(COC(=O)c1cc(S(=O)(=O)N2CCCCC2)ccc1N1CCOCC1)c1ccc(Cl)cc1,92,97,-4,99,92,0,97,2
Cc1cc(C(=O)CN2C(=O)NC3(CCCCC3)C2=O)c(C)n1Cc1ccc2c(c1)OCO2,97,111,166&7,107,104,6,108,3
CCNc1nc(CN2CCCCC2)nc2scc(-c3ccccc3)c12,104,115,128,100,92,-3,96,0

# Compound profiles, as listed above.
# `CC(C)CC(NC(=O)C1CCC(C)CC1)C(=O)NCCN1CCOCC1` (stereo unspecified) across the screens: RPL19A-GFP yeast = 102; MEP2 TOR yeast = 86; JMJD2C inh = -5; CIT2 TOR yeast = 107; LAP4 TOR yeast = 99; VLA-4 inh = 2; AGP1-GFP MLPCN = 108; GRK2 aptamer HTS = 4
# `O=C(CN1CCOCC1)N/N=C/c1ccc(-c2cccc(Cl)c2Cl)o1` across the screens: RPL19A-GFP yeast = 101; MEP2 TOR yeast = 96; JMJD2C inh = 8; CIT2 TOR yeast = 94; LAP4 TOR yeast = 111; VLA-4 inh = 9; AGP1-GFP MLPCN = 111; GRK2 aptamer HTS = 0

# Later entries.
SMILES,RPL19A-GFP yeast,MEP2 TOR yeast,JMJD2C inh,CIT2 TOR yeast,LAP4 TOR yeast,VLA-4 inh,AGP1-GFP MLPCN,GRK2 aptamer HTS
Cc1ccc(NC(=O)COC(=O)CCn2c(C)csc2=O)cc1S(=O)(=O)N1CCOCC1,100,107,-1,102,110,1,111,2
Cc1ccc(OCC(O)CNCc2ccc(F)cc2)cc1 (stereo unspecified),102,98,7,97,94,5,99,0
Cc1cc(C)c(C#N)c(SC2CCCCC2=O)n1 (stereo unspecified),93,94,-14,91,86,10,87,13
CCOC(=O)N1CCN(c2nc(SC)nc3sc4c(c23)CC(C)(C)OC4)CC1,97,103,5,104,103,14,101,1
O=C(/C=C/c1ccccc1)NC(=O)c1ccccc1O,99,100,9,70,121,1,89,0
COc1ccc(/C=N/NC(=O)c2cccc(Br)c2)cc1COc1ccccn1,96,96,15,93,93,12,101,2
CCOC(=O)c1cc(-c2ccccc2)n(CC(=O)NC(C)(C)C)c1C,108,104,-9,110,96,1,102,12
CN(Cc1ccccc1)C(=O)COC(=O)c1ccc[nH]c1=O,97,96,-8,99,97,4,100,0
COc1ccc(C(=O)C2CCCN(C3Cc4ccccc4C3)C2)cc1OC (stereo unspecified),99,99,6,99,94,4,96,33
COc1ccc(S(=O)(=O)N2CCC(C(=O)NCc3ccco3)CC2)cc1,99,103,-8,107,102,-18,106,4
O=C(O)COc1ccccc1/C=N/NC(=O)CSc1nc2ccccc2n1Cc1ccccc1,98,97,3,95,106,7,103,1
COc1ccc(S(=O)(=O)N2CCN(c3ccccc3)CC2)cc1,97,102,32,100,101,16,103,2
Cc1ccc(OCCn2c(SCCO)nc3c(N)ncnc32)cc1,106,106,-2,110,96,12,109,0
O=C(Nc1ccc(Oc2ccccc2)cc1)c1ccco1,100,102,-10,92,116,10,96,1
CCCCC(=O)NNC(=O)c1c(O)c2ccccc2[nH]c1=O,103,103,-3,105,101,-2,102,1
COc1ccc(CCNc2oc(-c3ccccc3OC)nc2C#N)cc1,98,110,-2,97,107,4,100,0
CCn1c(SCC(=O)Nc2sc3c(c2C#N)CCCC3)nnc1-c1ccco1,98,103,-9,86,97,-10,100,1
COc1ccccc1/C=C/C(=O)OCC(=O)NC1CCCCCCC1,92,87,10,84,88,0,89,0
CNC(=O)C(=O)NCC(c1cccs1)S(=O)(=O)c1ccc(C)cc1 (stereo unspecified),95,92,-16,95,86,1,91,1
NC(=O)CC(NC(=O)Cc1ccc(Br)cc1)c1ccc(NCc2ccccn2)c([N+](=O)[O-])c1 (stereo unspecified),103,106,8,88,112,-11,93,0
COC(=O)CN(C)C(=O)c1cccc(OC2CCN(S(=O)(=O)N(C)C)CC2)c1,106,101,9,100,85,4,99,4
Cc1cc(C)nc(N/N=C/c2ccc(Cl)cc2)n1,94,101,-9,96,115,3,104,0
COc1cc(CSc2nc(-c3ccccc3)cc(=O)[nH]2)cc(OC)c1,102,97,-5,103,102,-2,102,1
CCOC(=O)c1nc(C)n(-c2ccc(Cl)cc2)n1,98,100,-8,97,111,0,101,0
COc1ccc(OCC(O)CN2C(=O)NC(C)(C)C2=O)cc1 (stereo unspecified),93,89,-1,93,94,17,93,0
CN(C)CCNC(=O)C(=O)c1c(-c2ccccc2)cc2ccccn12,102,101,5,100,114,0,116,1
c1ccc(CN2CCCC3(CCCN(Cc4nc(COc5ccccc5)no4)C3)C2)cc1 (stereo unspecified),100,98,-38,100,87,-11,94,3
CC(OC(=O)c1cccs1)C(=O)NC1CCCCC1C (stereo unspecified),99,99,-2,96,99,-3,103,0
COC(=O)c1c(C)[nH]c(C(=O)OCc2ccc(F)cc2)c1C,101,105,1,96,101,4,97,1
COc1ccc(OC)c(N/C=C/C(=C(C#N)C#N)N(C)C)c1,100,106,4,98,92,-7,94,1
CCN(CC(=O)Nc1ccc(OC)cc1)C(=O)c1ccc(=O)n(Cc2ccccc2)n1,98,95,2,91,110,12,96,5
CC1=CC(=O)c2c(O)ccc(O)c2C1=O,96,139,/,100,195*,-125,101,46*
Cc1ccc(C(=O)NCCSCc2ccccc2)cc1[N+](=O)[O-],101,95,3,95,105,-15,96,2
COC(=O)CNc1nc(-c2cccnc2)nc2ccccc12,99,95,8,90,99,9,95,2
CC1CN=C(NC(=O)c2cccc([N+](=O)[O-])c2)S1 (stereo unspecified),103,106,3,99,92,-13,97,0
O=C1c2cccc3cc([N+](=O)[O-])cc(c23)C(=O)N1CC1CCCO1 (stereo unspecified),99,96,3,96,111,9,102,0
Cc1nn(-c2cccc(C(=O)O)c2)c(C)c1[N+](=O)[O-],92,100,2,100,108,3,104,3
C=CCNC(=O)C1CCN(c2nc(C)cc(-c3ccccc3)n2)CC1,104,107,-13,99,112,0,108,3
Cc1nn(CCCC(=O)NCc2ccccc2)c(C)c1[N+](=O)[O-],100,109,2,99,95,17,104,0
N/C(=N\OC(=O)c1cc([N+](=O)[O-])ccc1Cl)c1cccnc1,102,100,-9,105,104,12,105,2
Cn1c(SCc2ccc(C(=O)Nc3nccs3)cc2)nnc1-c1ccccc1,98,108,-5,103,105,1,100,5
CCOC(=O)C1=C(C)OC(N)=C(C#N)C1c1ccc(O)c(OC)c1 (stereo unspecified),103,104,4,88,/,2,105,0
COc1ccc(-n2ccnc2CN2CCN(C3CCCC3)C(CCO)C2)cc1 (stereo unspecified),105,105,-6,111,116,3,109,0
